ERK AVP block – qHTS Assay for Inhibitors of the ERK Signaling Pathway using a Homogeneous Screening Assay. HEK293-V1b, vasopressin-stimulated pERK AlphaScreen. Potency, µM (series often up to 57.5 µM), for inactives: at the top dose activity, negative = inhibition, actives largely listed as inhibitors. actives 0.99% (n = 72,000). AID 995, 2007; note: potency is the fitted concentration of half-maximal effect; % is set by controls: 0 for no effect and ±100 for the full control effect; nearly all actives have a fitted effect of over 55% in size
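HEK293 cells stably expressing V1b receptor, preincubated 30 min at 37 °C with compound, then stimulated 5 min with 25 nM vasopressin. Phospho-ERK by AlphaScreen SureFire after 5 h RT; normalized to DMSO and vasopressin; AC50 by Hill fit.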
GFP derepression – qHTS Assay for Epigenetic Modulators | actives 0.09% (n = 68,000) | Potency, µM (highest dose often 46.1 µM), without a hit: at the top dose GFP derepression (activation) | mouse C127i GFP locus derepression, cytometry, 30 h | AID 597, 2007; note: % of control where 0% means no effect
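Locus derepression in mouse mammary C127i cells whose integrated CMV-GFP reporter is normally silent; GFP expression after 30 h compound treatment was quantified by counting fluorescent cells.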
Hsp90 Hop PPI – qHTS Assay for Disrupters of an Hsp90 Co-Chaperone Interaction; Hsp90 C-terminal peptide / TPR2A (Hop) interaction, human; actives 0.44% (n = 71,000); AlphaScreen TPR2A-His6 binding biotin-Hsp90 C-terminal peptide; Potency, µM (highest dose often 57 µM), without a hit: at the highest dose activity change, negative = inhibition; active = well fitted curve in either direction with a large enough effect; inconclusive = small, poorly fitted or top-dose-only effect, or another doubt; note: potency is the fitted concentration of half-maximal effect; % is set by controls: 0 for no effect and ±100 for the full control effect; many of its hits are not listed in these tables
CRE Fsk mod – Cell signaling CRE-BLA (Fsk stim); CHO CRE-bla reporter (cAMP response element driving beta-lactamase), forskolin EC10, beta-lactamase ratio; Potency, µM (series often up to 38.2 µM), for the others: top-dose activity change, negative = inhibition, actives largely listed as activators; actives 2.5% (n = 71,000); active = well fitted activation curve with a large enough effect in the signal ratio, with a control signal flat, not every such curve was filed as active; inconclusive = small, poorly fitted or top-dose-only effect, or effect the other way, or a change in a side signal; the % refers to the signal ratio; note: potency is the fitted concentration of half-maximal effect; % of control where 0% means no effect
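AC50 values, positive or negative, reflect shifts in EC10 NKH 477-induced CRE-bla reporter activity in CHO cells. Incubation lasted 3 h at 37 °C before CCF4 substrate (2 h, room temperature) and ratiometric 460/530 nm reading.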
4-MU autofl – qHTS Assay for Spectroscopic Profiling in 4-MU Spectral Region. max dye-equivalent concentration, M. actives 11% (n = 59,000). compound autofluorescence, 340/450 nm, 4-MU equivalents; active compounds read high; in the data active = max dye-equivalent concentration above about 10 nM; inconclusive = mostly about 1.1 nM to 9.6 nM
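Compounds in 100 mM Tris, pH 8.0, sat 15 min at room temperature before fluorescence was read at 340 nm excitation/450 nm emission; a per-plate six-point 4-MU standard curve converted signals to dye-equivalent concentration at each compound concentration.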
UbGFP stabilizer – Ubiquitin-GFP Assay. Ubiquitin-GFP reporter cells, proteasome inhibition, GFP fluorescence; response scale: untreated = 0%, 10 µM MG-132 = 100%. 67,000 tested, under 10 active. Potency, µM (highest dose often 45.9 µM), inactives show at the highest dose activation (GFP accumulation), actives largely listed as activators; active = well fitted activation curve with a large enough effect, not every such curve was filed as active; inconclusive = small, poorly fitted or top-dose-only effect, or another doubt; inactive = no such curve, though single readings can be large or run the other way; note: potency is the fitted concentration of half-maximal effect
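Proteasome block read as GFP accumulation: ubiquitin(G76V)-GFP U2OS cells exposed to compound (2.9 nM–46 uM) for 4 hr at 37 C. Normalization used untreated cells as 0% and 10 uM MG-132 as 100%; concentration-response curves fitted.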
Texas Red fluor – qHTS Assay for Spectroscopic Profiling in Texas Red Spectral Region | Compound fluorescence, Texas Red channel, 547/618 nm; active compounds read high | actives 0.06% (n = 59,000) | max dye-equivalent concentration, M; in the data active = max dye-equivalent concentration above about 10 nM; inconclusive = between about 1.1 nM and that limit
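Compound fluorescence was read after 15 min at room temperature in 100 mM Tris, pH 8.0, using 547 nm excitation and 618 nm emission across a concentration series. It was expressed as Texas Red dye-equivalent concentration from an on-plate standard curve.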
A350 fluor – qHTS Assay for Spectroscopic Profiling in A350 Spectral Region | Compound autofluorescence, 340/450 nm, Alexa 350 dye-equivalents; active compounds read high | max dye-equivalent concentration, M | actives 11% (n = 59,000) | AID 590, 2007; in the data active = max dye-equivalent concentration above about 10 nM; inconclusive = mostly about 1.1 nM to 9.6 nM
Luciferase inh – qHTS Assay for Inhibitors of Firefly Luciferase | Luciferin 4-monooxygenase (Photinus pyralis), P08659 | purified firefly luciferase, luminescence, 8 min | actives 2.2% (n = 72,000) | Potency, µM (titrated, usually from 57.1 µM), without a hit: at the top dose activity change, negative = inhibition, actives largely listed as inhibitors; note: potency is the fitted concentration of half-maximal effect; % is set by controls: 0 for no effect and ±100 for the full control effect; nearly all actives have a fitted effect of over 40% in size
Target sequence (P08659 whole entry, looked up): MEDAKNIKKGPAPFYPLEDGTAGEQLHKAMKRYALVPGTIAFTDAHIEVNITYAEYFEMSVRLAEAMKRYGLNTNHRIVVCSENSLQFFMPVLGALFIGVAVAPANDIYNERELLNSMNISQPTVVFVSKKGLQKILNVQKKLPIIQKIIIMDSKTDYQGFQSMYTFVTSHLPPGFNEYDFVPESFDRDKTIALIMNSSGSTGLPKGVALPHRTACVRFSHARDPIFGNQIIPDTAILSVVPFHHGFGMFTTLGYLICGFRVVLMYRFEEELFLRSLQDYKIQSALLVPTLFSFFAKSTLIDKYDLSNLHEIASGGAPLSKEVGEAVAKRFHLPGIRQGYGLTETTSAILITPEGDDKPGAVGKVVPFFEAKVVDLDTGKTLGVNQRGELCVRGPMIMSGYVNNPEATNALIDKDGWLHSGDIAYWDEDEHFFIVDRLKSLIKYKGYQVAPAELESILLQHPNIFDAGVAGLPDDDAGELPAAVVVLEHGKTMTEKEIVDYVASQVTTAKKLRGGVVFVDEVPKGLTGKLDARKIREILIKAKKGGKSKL
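Inhibition of light generation by firefly luciferase from ATP and luciferin was profiled with concentration-response curves per sample, ATP held at 10 uM within the enzyme's linear range. Plates were read by luminescence after an 8-minute ambient incubation.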
HBB splicing – qHTS Assay for Modulators of Hemoglobin Beta Chain Splicing | HBB splicing reporter cell assay, activation; EGFP reporter with mutant IVS2-654 intron; response scale: normalised to 500 nM splice-correcting PNA | Potency, µM (titrated, usually from 46.1 µM), for inactives: at the highest dose activation, usual class: activators | actives 0.06% (n = 65,000); note: potency is the fitted concentration of half-maximal effect; 0% is about no effect
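HeLa cells stably expressing EGFP interrupted by mutant beta-globin intron 2 (IVS2-654), 500/well in 2% FCS. Treated with compound for 2 days at 37C. Splicing correction scored as total well GFP intensity (488 nm excitation, 500-520 nm emission); 500 nM antisense PNA served as control.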
Fluorescein autfl – qHTS Assay for Spectroscopic Profiling in Fluorescein Spectral Region | actives 0.91% (n = 59,000) | Compound autofluorescence, 480/540 nm, fluorescein-equivalent; active compounds read high | max fluorescein-equivalent concentration, M; in the data active = max fluorescein-equivalent concentration above about 10 nM; inconclusive = between about 1.1 nM and that limit
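Compounds were pin-transferred into 100 mM Tris buffer, pH 8.0, and incubated 15 min at room temperature. Fluorescence was read at 480 nm excitation/540 nm emission. Signals were normalized to an on-plate six-point fluorescein standard curve as dye-equivalent concentration.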
* hit, by the source's call; i = inactive; ? = inconclusive; · = not tested or not shown; & = joins results of further samples; [ ] = another dose, or the depositor's remark. Unless noted, calls come from the whole dose curve; as a rule, active = well fitted curve in the direction sought with a large enough effect; inconclusive = small, poorly fitted or top-dose-only effect, or another doubt; inactive = no such curve, though single readings can be large; an effect the other way counts as inactive or inconclusive. An excerpt; count on the stated rates, not on these rows.

SMILES | ERK AVP block | GFP derepression | Hsp90 Hop PPI | CRE Fsk mod | 4-MU autofl | UbGFP stabilizer | Texas Red fluor | A350 fluor | Luciferase inh | HBB splicing | Fluorescein autfl
COc1ccc(CC(=O)Nc2nc(C)cs2)cc1OC | ? | 2.3% | -0.8% | 12.8% | i | -2.5% | i | ? | 4.8% | -1.7% | ?
CCCCc1nccn1CCn1ccnc1CCCC | -5.7% | 1.3% | -3.4% | 4.1% | i | 5.4% | ? | ? | 1.7% | -0.3% | ?
COc1ccc(NC(=O)CN2CCN(c3ccc(F)cc3)CC2)cc1Cl | -5.3% | 0.0% | -2.3% | -6.9% | i | 0.0% | i | i | 4.4% | -1.7%[57.5 µM] | ?
Cn1c(SCC(=O)Nc2ccc3c(c2)OCO3)nnc1-c1cnccn1 | -20.2% | 5.5% | -1.8% | -8.1% | i | 3.7% | i | i | 1.6% | 1.0% | i
CC(=O)N1CCN(Cc2nc3cc(NS(C)(=O)=O)ccc3n2C)CC1 | -7.5% | -2.7% | -4.3% | -16.1% | i | 3.3% | i | i | 2.0% | 3.6% | i
COC(=O)[C@@H](NC(=O)NCc1cccc(OC)c1)C(C)C | -11.6% | 0.0% | -1.2% | ? | i | · | i | i | 2.9% | 2.5%[0.369 µM] | ?
Cc1nn(CC(=O)O)c2ccccc12 | -10.3% | 2.1% | -8.8% | 8.7% | i | -14.3% | i | i | 0.7% | 0.8% | i
COCCN(CCOC)S(=O)(=O)c1ccc(C(=O)Nc2nnc(C3CC3)o2)cc1 | 3.1% | 2.2% | ? | -2.8% | i | 0.0% | i | i | 0.1% | -0.3% | i
CC(CCc1ccccc1)NC(=O)C1CCCN(c2nnc(-n3cccc3)s2)C1 (stereo unspecified) | -20.7% | 6.9% | -4.1% | -12.4% | · | 3.3% | · | · | -0.4% | -0.8% | ·
COc1ccc(C=NCCC2(O)CC(C)N(C)CC2C)cc1 (stereo unspecified) | · | -1.7%[20.6 µM] | · | · | i | · | i | i | 1.9%[25.5 µM] | · | i
c1cc(-c2nnc(-c3ccncc3)o2)ccn1 | 1.6% | 2.5% | -2.8% | 0.4% | · | 8.8% | · | · | 1.8% | -3.2% | ·
COc1ccc(S(=O)(=O)Cc2ccc(C(=O)NCCc3ccc(S(N)(=O)=O)cc3)o2)cc1 | 0.4% | -4.2% | 0.0% | -6.9% | · | 9.4% | · | · | 2.2% | 0.1% | ·
COc1cccc(Nc2ncc3nc(-c4ccc(Cl)cc4)c(=O)n(C4CC4)c3n2)c1 | -17.7% | 10.8%[9.22 µM] | -1.8% | ? | i | 7.4% | i | i | 1.2%[11.4 µM] | 2.3% | ?
N#Cc1cc(Sc2ccccn2)c(Sc2ccccn2)cc1C#N | -4.9% | 1.5% | -4.7%[11 µM] | ? | · | 8.2%[9.17 µM] | · | · | 0.6% | -1.5%[0.0738 µM] | ·
CC(C)(C)NC(=O)Cn1c(=O)oc2cc(S(=O)(=O)N3CCc4ccccc43)ccc21 | 3.0% | -1.6% | -2.7% | -19.0% | · | 3.1% | · | · | 2.2% | 1.6% | ·
COCCNC(=O)Cn1cc2c(n1)CCC(C)C2 (stereo unspecified) | 3.1% | -5.0% | 1.0% | -0.7% | · | -11.8% | · | · | -0.3% | 0.1% | ·
O=C(CSc1nnc(-c2ccncc2)n1Cc1ccco1)c1ccc(Cl)cc1 | -9.7% | 2.7% | -5.8% | -7.7% | i | 4.1% | i | i | -0.4% | -0.3% | i
CSC1=NCCN1C(=O)c1c(-c2ccccc2Cl)noc1C | 3.4% | -4.7% | 0.4% | -11.6% | · | 2.9% | · | · | -0.1% | -0.1% | ·
CN1CCN(c2nc3ccccc3nc2C(C#N)C(=O)OC2CCCCC2)CC1 (stereo unspecified) | -4.2% | 2.1% | -6.0% | ? | ? | 6.0% | ? | ? | 1.8% | 4.7%[57.5 µM] | i
COc1ccc(Br)cc1CNC(=O)C1CCN(S(=O)(=O)N2CCCCC2)CC1 | -6.4% | -1.6% | 1.0% | -16.4% | i | 2.7% | i | i | -0.4% | -5.4%[57.5 µM] | i
Cn1c(-c2ccc(F)cc2)cnc1SCC(=O)N1CCCCC1 | -6.0% | 2.3% | -1.5% | ? | i | 0.0% | i | i | 15.8µM* | 0.0%[57.5 µM] | i
O=C(CSc1nnc(-c2ccc(Cl)cc2)n1Cc1ccco1)c1cccs1 | 15.2% | 1.2% | -6.3% | ? | i | -2.5% | i | i | -8.1% | -0.1%[57.5 µM] | ?
Cn1c(=O)c2[nH]c(-c3ccc(S(=O)(=O)O)cc3)nc2n(C)c1=O | -1.2% | -1.1% | 6.6% | -0.4% | 4.57e-07M* | 6.4% | i | 4.56e-07M* | -1.9% | -0.2% | i
CCCCN(C)c1nc(-c2ccco2)c2c(c1C#N)CC(C)(C)OC2 | · | · | 25.1µM* | ? | · | -6.1% | · | · | -11.0% | 0.4% | ·
CC1CCCN(Cc2nc3c(c(=O)n(C)c(=O)n3C)n2CC(N)=O)C1 (stereo unspecified) | 3.3% | 0.0% | -1.3% | 7.7% | i | 1.7% | i | i | 0.8% | 5.1%[0.369 µM] | ?
CC(=O)c1ccc(N2CCN(C(=O)COc3ccc(F)cc3)CC2)c(F)c1 | -25.4% | 3.6% | -2.8% | 2.1% | · | 0.0% | · | · | 2.8% | -0.6% | ·
COC(=O)c1nnn(-c2nonc2N)c1CSc1nc2ccccc2s1 | -6.3% | -2.5% | -0.5% | 10.8% | i | 7.6% | i | i | -1.3% | -1.1% | i
c1ccc(CN2CCN(c3nc(-c4ccccn4)nc4ccccc34)CC2)cc1 | · | 2.2%[20.6 µM] | · | · | ? | · | i | ? | -2.3%[25.5 µM] | · | i
Cc1cccc2cc(CN(Cc3ccco3)C(c3nnnn3CCc3ccccc3)C(C)C)c(=O)[nH]c12 (stereo unspecified) | -6.6% | 0.0% | -10.0% | 1.3% | i | -3.8% | ? | ? | -0.7% | -1.4% | i
O=C(Cn1ncn2c(cc3ccccc32)c1=O)NCc1ccco1 | 41.5%[activator] | -1.0% | 0.5% | 14.8% | i | -1.6% | i | i | -0.1% | -4.5% | i
Cc1nc2sccn2c(=O)c1CCN1CCC(=C(c2ccc(F)cc2)c2ccc(F)cc2)CC1 | -11.9% | 2.3%[20.6 µM] | -14.3% | -27.9% | i | -6.5% | i | ? | 0.6%[25.5 µM] | -0.6%&0.6% | i
c1coc(-c2nnc(NC3=NCCC3)o2)c1 | -10.2% | 0.0% | -3.9% | 6.5% | i | -7.5% | i | i | -17.6% | 2.3% | ?
COc1ccc(/C(O)=C2/C(=O)C(=O)N(CCCN(C)C)C2c2cccc(Cl)c2)cc1OC (stereo unspecified) | · | 0.0%[20.6 µM] | · | · | i | · | i | i | 1.1%[25.5 µM] | · | i
CN=C(Nc1cc(C)nn1CCC#N)c1ccccc1F | 22.8% | 3.5% | ? | ? | 2.52e-08M* | -4.1% | i | 2.19e-08M* | -1.4% | -4.3% | ?
Cc1nc2scc(-c3cccs3)c2c(=O)n1-n1cccc1 | -7.9% | 2.5% | -4.7% | 25.2% | · | -9.4% | · | · | 1.1% | -7.8% | ·
Oc1c(/C=N/c2ncn[nH]2)ccc2ccccc12 | -4.3% | 0.8% | -6.0% | -14.1% | · | -7.2% | · | · | -0.8% | -1.0% | ·
CNC(=O)CSc1nnc(-c2ccncc2)n1Cc1ccccc1 | 19.0% | 1.2% | 0.6% | 0.7% | ? | 5.7% | i | ? | 0.6% | 1.1%[57.5 µM] | ?
Cc1ccccc1-c1nc(CS(=O)(=O)CC(=O)N2CCc3ccccc32)c(C)o1 | -11.6% | 1.9% | -0.5% | -4.5% | · | -5.9% | · | · | 1.4% | 0.9% | ·
COc1ccccc1NC(=O)CN1CCN(c2ccccc2F)CC1 | 2.6% | 0.1% | 4.5% | -16.2% | i | -2.2% | i | i | 0.8% | -4.1% | ?
O=C(CCN1C(=O)C2C3C=CC(C3)C2C1=O)N1CC(=O)N(CCc2ccccc2)C(=O)C1 (stereo unspecified) | 12.6% | 0.0% | -0.5% | ? | i | -8.7% | i | i | 0.1% | 0.9% | i
Cc1ccc2nc(NC3=NCN(CCc4ccccc4)CN3)nc(C)c2c1 | 8.5% | 6.5% | -0.2% | 5.2% | i | -0.2% | i | i | 3.8% | 9.5%[0.369 µM] | ?
